# BAP1 block: blocks human BAP1 ubiquitin-AMC hydrolysis | recombinant BAP1, Ub-AMC hydrolysis fluorescence kinetic; hits give low values | activity remaining (% of control), % at 20 µM | 72,000 compounds, 0.48% hits;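 active = activity remaining at or below 50% of control, provided the compound also passes the data quality filters; inactive = the rest, including low values that fail the filters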;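 also: 100% = DMSO wells rate and 0% = substrate alone blank rate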
# Target sequence (Q92560 whole entry, looked up): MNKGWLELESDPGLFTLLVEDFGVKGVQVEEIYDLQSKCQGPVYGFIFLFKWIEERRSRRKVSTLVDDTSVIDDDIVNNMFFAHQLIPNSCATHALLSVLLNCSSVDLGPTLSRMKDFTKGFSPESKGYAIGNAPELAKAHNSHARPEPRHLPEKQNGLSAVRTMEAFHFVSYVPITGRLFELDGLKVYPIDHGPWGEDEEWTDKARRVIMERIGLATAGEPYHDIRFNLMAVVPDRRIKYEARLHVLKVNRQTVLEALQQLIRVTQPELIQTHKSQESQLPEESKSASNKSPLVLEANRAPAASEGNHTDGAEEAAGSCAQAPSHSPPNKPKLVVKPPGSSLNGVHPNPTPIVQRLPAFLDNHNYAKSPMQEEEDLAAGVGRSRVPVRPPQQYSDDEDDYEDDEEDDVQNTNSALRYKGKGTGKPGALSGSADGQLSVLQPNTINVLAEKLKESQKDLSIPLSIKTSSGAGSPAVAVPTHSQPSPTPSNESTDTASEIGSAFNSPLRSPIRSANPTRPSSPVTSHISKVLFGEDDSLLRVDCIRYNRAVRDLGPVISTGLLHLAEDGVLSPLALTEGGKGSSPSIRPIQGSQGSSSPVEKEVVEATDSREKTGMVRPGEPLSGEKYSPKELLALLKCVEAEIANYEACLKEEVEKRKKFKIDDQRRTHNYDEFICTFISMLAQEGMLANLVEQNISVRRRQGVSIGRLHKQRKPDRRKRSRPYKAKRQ
# HePTP inh: human HePTP phosphatase inhibition; P35236; recombinant HePTP phosphatase activity, OD absorbance; inhibition, % at 20 µM; 110,000 compounds, 0.64% hits; AID 521; in the data active = inhibition above about 50%;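 also: plate controls were vehicle for no effect and reference inhibitor for full effect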
# Target sequence (P35236 whole entry, looked up): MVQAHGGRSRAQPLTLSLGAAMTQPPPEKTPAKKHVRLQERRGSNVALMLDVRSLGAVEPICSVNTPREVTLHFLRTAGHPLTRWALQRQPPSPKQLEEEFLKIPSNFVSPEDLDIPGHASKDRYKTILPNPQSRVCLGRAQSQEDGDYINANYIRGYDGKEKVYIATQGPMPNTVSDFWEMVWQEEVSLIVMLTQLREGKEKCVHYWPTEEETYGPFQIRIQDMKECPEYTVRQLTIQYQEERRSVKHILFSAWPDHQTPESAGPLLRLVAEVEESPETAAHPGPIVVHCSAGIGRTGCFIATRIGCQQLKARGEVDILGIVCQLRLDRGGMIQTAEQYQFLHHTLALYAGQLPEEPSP
# The depositor's hits bear a star; . = no result given; & = joins results of further samples.
# The first 3 records, to show the layout:
canonical_smiles,BAP1 block,HePTP inh
CCOC(=O)C(NC(C)=O)(N1CCc2ccccc2C1)C(F)(F)F (stereo not drawn),104,4
COC(=O)C1=C(C)NC(C)=C(C(=O)OC)C1c1ccccc1OCc1c(C)no[n+]1[O-],.,3
CCN1CCN(CCNC(=O)C2CCCN(Cc3nc(-c4cccc(Cl)c4)oc3C)C2)CC1 (stereo not drawn),92,2

# All compounds of this part, repeating the preview:
canonical_smiles,BAP1 block,HePTP inh
CCOC(=O)C(NC(C)=O)(N1CCc2ccccc2C1)C(F)(F)F (stereo not drawn),104,4
COC(=O)C1=C(C)NC(C)=C(C(=O)OC)C1c1ccccc1OCc1c(C)no[n+]1[O-],.,3
CCN1CCN(CCNC(=O)C2CCCN(Cc3nc(-c4cccc(Cl)c4)oc3C)C2)CC1 (stereo not drawn),92,2
O=C(Nc1ccc(-c2nc3ccccc3[nH]2)cc1)c1cccc(C(F)(F)F)c1,247,.
O=C(O)c1ccc(-c2ccc(OC(F)(F)F)cc2)o1,.,-7
COc1ccc(C(=O)NNC2=C(C(=O)C(F)(F)F)CCC2)cc1,.,13
COc1ccc(C(=O)Nc2nc(-c3ccc(C(C)(C)C)cc3)cs2)c(OC)c1,58,.
COc1cc(CN2CCN(C3CCN(Cc4ccccc4)CC3)CC2)cc(OC)c1OC,.,6
COc1cc(C(=O)N2CC(C)OC(C)C2)c([N+](=O)[O-])cc1OC (stereo not drawn),.,0
CCC(=O)N1C(C(=O)O)CSC1c1ccc(OC)cc1 (stereo not drawn),96,4
COc1ccc(OC)c(NC(=S)NC(NC(C)=O)C(Cl)(Cl)Cl)c1 (stereo not drawn),.,-6
O=C(Nc1nc(-c2cc3ccccc3oc2=O)cs1)c1ccccc1Cl,302,.
NC(=O)C1CCCNC1 (stereo not drawn),99,-11
Cc1ccc(S(=O)(=O)C2(C(=O)N3CCN(C4CCCCC4)CC3)CC2)cc1,96,5
CCOC(=O)c1ccccc1NC(=O)CSc1nnnn1C1CCCCC1,94,7
CCn1c(C)c(C(C)=O)c(N2CCN(C(=O)c3ccco3)CC2)nc1=S,131,4
C=CCOC(=O)C1=C(C)NC(=O)NC1c1cccc(Br)c1 (stereo not drawn),.,2
CCC1(c2ccccc2)C(=O)N(C(=O)c2ccccc2)C(=O)N(C(=O)c2cc(OC)c(OC)c(OC)c2)C1=O (stereo not drawn),.,-12
COc1ccc(C2SCCN2S(=O)(=O)c2ccccc2)cc1OC (stereo not drawn),99,-2
COc1cc2c(C)nc3onc(-c4ccccc4)c3c2cc1OC,97,-8
CC1CCc2nn(CC(=O)NCc3ccc4c(c3)OCO4)cc2C1 (stereo not drawn),89,10
O=C(NCc1ccc2c(c1)OCO2)C(O)(c1ccccc1)c1ccccc1,.,6
Cn1c(=O)c2c3c(sc2n2c(SCc4ccc5c(c4)OCO5)nnc12)COC(C)(C)C3,94,0
O=C(/C=C/c1ccco1)NCc1ccc2c(c1)OCO2,.,6
COc1ccc(-n2c(C)cc(C(=O)CSc3nnc(-c4ccoc4C)n3C)c2C)cc1,132,-9
Cc1cc2c(=O)n(Cc3ccco3)c(SCC(=O)c3ccc(Cl)s3)nc2s1,.,14
COc1cc(Br)cc2cc(C(=O)N3CCN(C(=O)c4ccco4)CC3)c(=O)oc12,118,12
Cc1cc(C)c(C#N)c(Nc2ccc3c(c2)OCCO3)n1,98,-8
O=C(Nc1ccccc1O)c1ccc(N2C(=O)C3C4C=CC(C4)C3C2=O)cc1 (stereo not drawn),111,.
COc1ccc(-n2c(Cn3c(=O)sc4ccccc43)nnc2SCC(=O)N2CCCC2)cc1,87,2
COC(=O)c1ccc(-n2c(C)cc(/C=C3\SC(NC(C)=O)=NC3=O)c2C)cc1,.,-2
O=C(C1CC1)N1CCc2cc(Br)cc(S(=O)(=O)N3CCCCCC3)c21,.,10
O=C(Nc1ccc2c(c1)OCO2)c1cccc(F)c1,103,6&7
O=C1NC(=Nc2ccc(O)cc2)S/C1=C/c1ccco1,.,5
O=C1NC(=O)N(c2ccccc2)C(=O)/C1=C\c1ccccc1OCc1ccc(F)cc1,.,1
N#Cc1c(SCC(N)=O)nc(-c2ccccc2)c2c1CCCC2,97,5
CCOc1ccc(N(CC(=O)OC)S(=O)(=O)c2ccc(OC)c(OC)c2)cc1,92,-15
O=C(NCCn1ccc2ccccc21)c1ccc(S(=O)(=O)N2CCOCC2)cc1,98,2
CCOc1ccc2nc(SCC(=O)Nc3ccc4nc(SCC(=O)NC5CC5)sc4c3)sc2c1,.,-1
O=C(c1cc(-c2ccccc2)nc2ccccc12)N1CCN(c2ccccn2)CC1,111,9
COc1ccccc1OCC(=O)NNC(=O)C(OC)c1ccccc1 (stereo not drawn),.,4
COc1ccc(N2C(=O)CC(C3CCCO3)C2=O)cc1 (stereo not drawn),.,-17
CCOc1ccc(-c2cc(C(=O)Nc3ncccc3C)c3ccccc3n2)cc1,.,-10
Cc1cccc(NC(=O)C2CCN(c3nc(C)cc(C)n3)CC2)c1,112,2
CC(=O)c1ccc(N2CCN(C(=O)c3cc(-c4ccc5c(c4)OCO5)nc4ccccc34)CC2)cc1,.,2
CCCCOC(=O)Cc1c(O)c2ccccc2[nH]c1=O,105,5
CCN(CC)C(=O)c1c(-c2ccccc2)noc1C,.,-7
COC(=O)c1ccccc1NC(=O)c1cc(-c2cccc(OC)c2)on1,71,6
O=C(CSc1nc2c(c(=O)n1-c1ccccc1)SCC2)N1CCOCC1,86,5
Cc1cccc(C(=O)Nc2cc(-c3nc4ncccc4o3)ccc2C)c1,.,6
COC(=O)C1=C(C)Nc2c(c(=O)n(C)c(=O)n2C)C1c1cccs1 (stereo not drawn),88,-8
COc1ccc(NC(=O)c2cc3nc(-c4ccccc4)cc(-c4ccccc4)n3n2)c(OC)c1,.,-5
O=C(Cn1nnc(-c2cc(Cl)ccc2-n2cnnn2)n1)N1CCCc2ccccc21,101,-4
CC1(C)CC(=O)C2=C(C1)N=C1SCCC(=O)N1C2c1ccccc1 (stereo not drawn),86,-2
O=C(CSc1nnc(-c2ccco2)o1)NC(=O)C1COc2ccccc2O1 (stereo not drawn),.,-6
Cc1cccc(/C=C2/SC(=O)N(CN3CCCCC3)C2=O)c1,.,2
Nc1c(C(=O)OCC2CCCO2)c2nc3ccccc3nc2n1C1CCCC1 (stereo not drawn),255,-9
Cc1cc2c(nn1)CCc1nonc1-2,89,-8
CCCOC(=O)c1ccc(N=Cc2cc(Br)ccc2O)cc1,.,-14
CCC(Sc1nc2ccccc2c(=O)n1CCN1CCOCC1)C(=O)NCc1cccnc1 (stereo not drawn),156,-6

# Continued:
canonical_smiles,BAP1 block,HePTP inh
O=C1NC(=O)C(=Cc2cccc(OCc3ccc(F)cc3)c2)C(=O)N1,.,-8
Cc1cc(=O)oc2cc(OC(=O)c3ccc([N+](=O)[O-])cc3Cl)ccc12,479,7
O=C(Nc1ccccc1O)c1cccc(S(=O)(=O)N2CCCC2)c1,96,.
CC(=O)NC1=NC(=O)/C(=C\c2ccc(-c3ccc(C(=O)O)cc3)o2)S1,.,104*
CC(=O)Nc1ccccc1NC(=O)Cc1ccc(Cl)cc1,.,-9
CC1CCc2c(sc(NC(=O)c3cccc(C(=O)O)c3)c2C(N)=O)C1 (stereo not drawn),.,103*
COc1ccc(N(CC(=O)Nc2ccccc2Br)S(=O)(=O)c2ccccc2)cc1,.,0
Cc1cc(C)c(S(=O)(=O)Nc2ccc[nH]c2=O)c(C)c1,118,1
CC(=O)c1cc2c(O)c(O)ccc2o1,92,-4
Cc1sc(NC(=O)c2cccc(Br)c2)nc1-c1ccccc1,.,6
O=C(NCc1ccco1)c1ccc(Br)cc1,67,-15
CN(C)S(=O)(=O)c1cccc(-c2cn3ccccc3n2)c1,77,6
COC(=O)c1ccc(COc2ccc3c4c(c(=O)oc3c2)CCC4)o1,52,2
O=C(/C=C/c1ccccc1)NC(=S)Nc1ccc([N+](=O)[O-])cc1,.,-1
CCC1(C)CC(CCNCc2ccc(F)cc2)(c2ccc(C)cc2)CCO1 (stereo not drawn),.,-8
CCOC(=O)C1=C(C)NC(C)=C(C(=O)OC)C1c1ccccc1 (stereo not drawn),.,2
O=C(CC1(O)C(=O)Nc2ccccc21)c1cccnc1 (stereo not drawn),92,8
COc1ccc(C(=O)N=Nc2c(O)n(CN(C)C)c3ccc(Br)cc23)cc1,.,87*
Nn1c(CSc2ccccn2)nc2ccccc2c1=O,105,3
N#C/C(=C\c1ccc(OCc2ccccc2)cc1)c1nc(-c2ccccc2)cs1,.,8
COc1ccc(N2C(=O)c3ccc(NC(C)=O)cc3C2=O)cc1,95,7
CC(=O)c1ccc(NC(=O)C2CCCN2S(=O)(=O)c2ccc(F)cc2)cc1 (stereo not drawn),102,7
COc1ccc(-n2nc3cc(C)c(NC(=O)c4cccnc4)cc3n2)cc1,101,6&9
COc1ccc(-n2c(Cc3cc(=O)[nH]c(=O)[nH]3)nnc2SCC(=O)N2CCC(C)CC2)cc1,95,2
CCCC(C)NS(=O)(=O)c1ccc(C)cc1 (stereo not drawn),.,-6
COc1ccc(C2/C(=C(\O)c3ccc(C)cc3)C(=O)C(=O)N2CCCC(=O)O)c(OC)c1 (stereo not drawn),.,-14
CSCCC(N=CC1=C(O)CC(C)(C)CC1=O)C(=O)O (stereo not drawn),92,6
c1ccc(NC2=Nc3cccc4cccc2c34)cc1,.,-17
CCOC(=O)c1ccc(NC(=O)CN(c2cc(C)cc(C)c2)S(=O)(=O)c2ccccc2)cc1,.,-16
COc1ccc(C(=O)c2coc3cc(Br)c(O)c(Br)c23)cc1,.,-2

# Arranged by formula weight (high to low): part of the list above
canonical_smiles,BAP1 block,HePTP inh
COc1ccc(C(=O)c2coc3cc(Br)c(O)c(Br)c23)cc1,.,-2
N#C/C(=C\c1ccc(OCc2ccccc2)cc1)c1nc(-c2ccccc2)cs1,.,8
O=C(Nc1ccccc1O)c1cccc(S(=O)(=O)N2CCCC2)c1,96,.
O=C(CC1(O)C(=O)Nc2ccccc21)c1cccnc1 (stereo not drawn),92,8

# (cont.)
canonical_smiles,BAP1 block,HePTP inh
O=C(NCCc1ccccc1)C(=O)Nc1cccc(Cl)c1,.,-11
O=C1c2ccccc2C(O)(c2ncc[nH]2)N1c1cccc(F)c1 (stereo not drawn),.,-20
O=C(N/N=C/c1cccc(O)c1)c1cncc(Br)c1,.,-26
COc1ccc(N(CC(=O)NCc2ccncc2)S(=O)(=O)c2ccccc2[N+](=O)[O-])c(OC)c1,.,0
COC(=O)c1ccccc1NC(=O)c1ccccc1Br,135,.
CCOc1ccc2nc(C)c(C/C=C(/C)Cl)c(Cl)c2c1,.,6
COc1ccc(NC(=O)CN(c2cc(C)cc(C)c2)S(=O)(=O)c2ccccc2)c(OC)c1,.,4
CCOc1ccc(S(=O)(=O)N(CC(=O)Nc2ccc(OC)c(OC)c2)c2ccc(C)cc2)cc1,.,7
COc1ccc(Nc2nc(N)nc(CN3CCc4ccccc4C3)n2)cc1,95,11
Cc1nnc(SCC(=O)Nc2ncc(Cc3ccc(F)cc3)s2)n1N,70,-1
CCOC(=O)c1c(C)oc2cc(Br)c(OC)cc12,85,1&6
Cc1ccc(/C=C2\SC(=S)N(c3c(C)n(C)n(-c4ccccc4)c3=O)C2=O)cc1,.,8
COc1ccc2c(OC)c3ccoc3nc2c1OC,.,-12
CC(=O)c1c(OCC(=O)O)ccc2c(C)cc(=O)oc12,.,1
O=C(NCc1ccc2c(c1)OCO2)C1CC(=O)N(CCc2ccccc2)C1 (stereo not drawn),109,7
O=C(OCC(=O)c1cccs1)c1ccc(NC(=O)c2ccco2)cc1,.,1
Cc1nnc(C)n1/N=C\c1cccc(Br)c1,.,-11
CC(=O)Nc1ccc2nc(NC(=O)C3CCCCC3)sc2c1,120,.
COc1ccc(OC)c(NC(=O)CS(=O)(=O)c2ccccc2)c1,103,1
O=C(CCN1C(=O)c2ccccc2C1=O)Nc1cccnc1,.,-4
CCOC(=O)C1CCCN(C(=O)c2cn(C)c(=O)c3cc(OC)c(OC)cc23)C1 (stereo not drawn),95,-2
CCOC(=O)N1CCC(NC(=O)c2cnn3ccccc23)CC1,92,-8
CCCOc1cccc(C(=O)N(Cc2cccs2)C2CCS(=O)(=O)C2)c1 (stereo not drawn),103,2
Cc1cccc(Cc2c(C)nc3nc(SCC(=O)NCc4ccco4)nn3c2C)c1,101,5
CCOC(=O)N1CCN(C(=O)c2ccc(N3C(=O)c4ccccc4C3=O)cc2)CC1,.,5
CCOc1cc(C2C(C(=O)OC)=C(C)NC3=C2C(=O)CC(c2ccc(OC)cc2)C3)cc(Cl)c1O (stereo not drawn),66,.
Cc1ccccc1-c1nnc(-c2ccc(Cl)cc2)o1,.,0
CC(=O)Nc1ccc(/C=C(/C#N)C(=O)N/N=C/c2ccc(NC(C)=O)cc2)cc1,.,-18
Cc1cc(C(=O)/C=C/c2ccc(N(C)C)cc2)ccc1[N+](=O)[O-],.,2
COc1cccc(NC(=O)c2ccc(OC)c(Br)c2)c1,.,-1
CN(C)C(CNC(=O)NC1CCCCC1)c1cccnc1 (stereo not drawn),102,16
CSCCC(C(=O)O)N1C(=O)NC2NC(=O)NC21 (stereo not drawn),.,18
COc1ccc2c(c1OC)C(=O)OC2Nc1ccccc1S(=O)(=O)C(F)F (stereo not drawn),106,4
Cc1nc2nc(-c3cccnc3)[nH]n2c(=O)c1Cc1ccccc1,74,9

# Looked up above:
# Entry for Cc1nc2nc(-c3cccnc3)[nH]n2c(=O)c1Cc1ccccc1 under HePTP inh: 9
# Entry for O=C1c2ccccc2C(O)(c2ncc[nH]2)N1c1cccc(F)c1 (stereo not drawn) under HePTP inh: -20

# Screening results (PubChem BioAssay)

# Rows were taken by chance. About 0.83% of those tested had a hit in this group.
